Compound activity from PubChem.
NPYLR7 ag: activates Aedes aegypti NPYLR7 receptor. AID 1259423. activation, % at 10 µM. HEK293T NPYLR7/Galpha15, GCaMP6s calcium fluorescence. actives 0.15% (n = 270,000); in the data active = activation above about 40%;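 note: 0% = vehicle and 100% = reference agonist at the receptor; some compounds past the cut are filed as inactive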
hcGAS lum: inhibitors of human cGAS. Q8N884. recombinant h-cGAS, ATP depletion, Kinase-Glo luminescence. inhibition, % at 12.5 µM. actives 0.081% (n = 290,000);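 note: 0% = vehicle reaction and 100% = reaction without DNA for no activity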
Target sequence (Q8N884 whole entry, looked up): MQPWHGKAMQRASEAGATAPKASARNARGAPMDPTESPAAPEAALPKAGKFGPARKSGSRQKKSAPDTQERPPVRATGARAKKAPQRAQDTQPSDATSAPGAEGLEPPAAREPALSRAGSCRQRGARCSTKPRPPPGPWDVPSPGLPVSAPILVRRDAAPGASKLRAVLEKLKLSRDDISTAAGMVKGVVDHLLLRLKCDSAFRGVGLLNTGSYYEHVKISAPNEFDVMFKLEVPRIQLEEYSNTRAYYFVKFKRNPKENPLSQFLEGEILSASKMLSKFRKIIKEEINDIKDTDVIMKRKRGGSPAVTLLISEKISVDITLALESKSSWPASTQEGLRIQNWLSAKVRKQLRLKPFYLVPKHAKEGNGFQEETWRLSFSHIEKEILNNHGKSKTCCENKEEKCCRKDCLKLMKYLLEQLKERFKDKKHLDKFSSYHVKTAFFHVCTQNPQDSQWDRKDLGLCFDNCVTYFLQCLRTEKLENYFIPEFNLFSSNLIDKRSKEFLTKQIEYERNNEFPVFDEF
mcGAS inh: blocks mouse cGAS activity | Q8C6L5 | recombinant cGAS, Kinase-Glo ATP depletion luminescence | actives 0.15% (n = 160,000) | inhibition, % at 12.5 µM;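 note: 0% = negative control wells and 100% = reference inhibitor with no enzyme activity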
* hit, by the source's call; / = no result given; & = joins results of further samples. Cut-off read from the data, not from the text of the source, unless noted: active = inhibition above about 40%; inactive = the rest.

The first three entries, ahead of the listing:
No. | Structure | mcGAS inh | hcGAS lum | NPYLR7 ag
1 | COc1ccc(CN2CCC=C(C3CCCCN3C(C)=O)C2)cc1 (centres undefined) | -4 | 3 | /
2 | COc1ccc(CC(=O)Nc2c(C)nc3ccc(C)cn3c2=O)cc1 | / | -9 | 1
3 | O=C(Nc1cccc(Cl)c1)C(C1CCCC1)N1CCN(C(=O)c2cccc(Br)c2)CC1 (centres undefined) | -3 | -5 | -3

All compounds of this part (from the top)
No. | Structure | mcGAS inh | hcGAS lum | NPYLR7 ag
1 | COc1ccc(CN2CCC=C(C3CCCCN3C(C)=O)C2)cc1 (centres undefined) | -4 | 3 | /
2 | COc1ccc(CC(=O)Nc2c(C)nc3ccc(C)cn3c2=O)cc1 | / | -9 | 1
3 | O=C(Nc1cccc(Cl)c1)C(C1CCCC1)N1CCN(C(=O)c2cccc(Br)c2)CC1 (centres undefined) | -3 | -5 | -3
4 | Cc1ccc(F)cc1-c1ccc(N)nc1 | / | 1 | -5
5 | CCCC(=O)N1CCCC1(C)C(=O)NCc1ccc(SC)cc1 (centres undefined) | -5 | -11 | 5
6 | CCCCn1c(N)c(N(Cc2ccco2)C(=O)c2ccoc2C)c(=O)[nH]c1=O | / | -2 | 12
7 | COc1ccccc1CNC(=O)c1cc2c(=O)n(C)c(=O)n(C)c2s1 | -9 | -4 | 5
8 | CCc1cc2c(=O)c(Oc3ccc(F)cc3)c(C(F)(F)F)oc2cc1OC(C)=O | -3 | -1 | 13
9 | FC(F)(F)c1cc(-c2cccs2)nc(-n2ccnc2)n1 | / | 0 | -6
10 | COc1ccc(/C=N\Nc2nc(N3CCOCC3)nc(N3CCOCC3)n2)cc1 | -8 | -9 | -1
11 | O=S1(=O)CCC(N=Nc2c(O)[nH]c3ccc(Br)cc23)C1 (centres undefined) | 0 | -1&2 | 0&4
12 | CC(C)(Cn1c(=O)[nH]c2ccccc2c1=O)c1ccccc1 | / | 2 | -4
13 | O=C(NC1CC2CCC(C1)N2CC1CCCO1)c1ccc(F)cc1C(F)(F)F (centres undefined) | -7 | -7 | 3
14 | O=C(c1cccs1)N1CCN(c2nc3nccc(-c4cccc(C(F)(F)F)c4)n3n2)CC1 | -6 | -4 | -1
15 | CC(C)CCN(Cc1c(-c2ccc(F)cc2)noc1N1CCN(C)CC1)C(=O)c1ccco1 | -2 | -1 | -1
16 | CC(=O)Nc1ccc(C2=NNC(=NC(C)(C)C)SC2)c(F)c1 | / | -1 | -2
17 | CCOc1ccc(N=Cc2nc(-c3ccccc3)oc2O)cc1 | -5 | -9 | 1
18 | Cc1nccn1CCCC(=O)N1CCc2c(nc(N(C)C)[nH]c2=O)C1 | / | -3 | 6
19 | CCN1CCCC(NS(=O)(=O)c2ccc(C(C)C)cc2)C1 (centres undefined) | / | -4 | 1
20 | Cc1ccc(C2=N/C(=C\c3cn(-c4ccccc4)nc3-c3ccccc3)C(=O)O2)cc1 | 1 | 3 | -10
21 | N#CC(=Cc1cccc2ccccc12)c1ccccn1 | / | -6 | 4
22 | Cc1cc(C)cc(CCC(=O)N2CCN(c3cc(C)nc(N)n3)CC2)c1 | -14 | -2 | 2
23 | CN(C)CC1CCC(NC(=O)CSc2ccc(Cl)cc2)CC1 (centres undefined) | -10 | -2 | -2
24 | Cc1ccc(NC(=O)Cn2nc3c(=O)n(-c4ccc(Br)cc4)ccn3c2=O)cc1C | -11 | -6 | 9
25 | Cc1ccc(-c2nc(Nc3cccc(C(F)(F)F)c3)c3ccccc3n2)cc1 | -5 | -4 | 24

In another format: two of the compounds above
21) N#CC(=Cc1cccc2ccccc12)c1ccccn1
  mcGAS inh: /	hcGAS lum: -6	NPYLR7 ag: 4
9) FC(F)(F)c1cc(-c2cccs2)nc(-n2ccnc2)n1
  mcGAS inh: /	hcGAS lum: 0	NPYLR7 ag: -6

(continued)
No. | Structure | mcGAS inh | hcGAS lum | NPYLR7 ag
26 | COCCNC(=O)C(NC(=O)C1CC1)C1CCN(C(=O)c2ccccc2F)CC1 (centres undefined) | -3 | -5 | 13
27 | CCOc1ccc(CN2CCC(N3CCSCC3)CC2)cn1 | -8 | -16 | /
28 | Cc1ccc2c(C)c(C(=O)N[C@H](CO)Cc3ccccc3)oc2c1 | / | 1 | 8
29 | O=C(CCC1CCCC1)N(Cc1ccco1)CC1CCCO1 (centres undefined) | -2 | -4 | 6
30 | O=S(=O)(NC1CCCCCC1)c1ccc2c(c1)OCCO2 | / | -6 | 4
31 | CSCc1noc(CC23CC4CC(CC(C4)C2)C3)n1 | -6 | -13 | /
32 | CCN(CC)c1ccc(/C=C2\SC(=S)N(CCS(=O)(=O)O)C2=O)cc1 | -8 | -17 | 137*
33 | CCc1nc2ccc(C(=O)NCc3ccc(OC)cc3)cn2c1N(C)CCN1CCOCC1 | -3 | -8 | 21
34 | Clc1ccc(-c2noc(CSc3ccc(Br)cc3)n2)cc1 | / | -3 | 2
35 | CC(C)(C)NC(=S)N1CCn2cccc2C1c1ccccc1F (centres undefined) | / | 0 | 0
36 | COc1ccccc1NC(=O)Nc1ccc(N2CCCC2)c(C(=O)NCc2ccccc2)c1 | -5 | -6 | 13
37 | CCC1CN(C(=O)C2CC2)CCC1NCc1cc(OC)cc(OC)c1 (centres undefined) | / | 1 | -10
38 | CCN(C)c1cc(Oc2cc(C)ccc2F)ncn1 | 0 | 2 | -21
39 | CCN(CC)C(=O)Oc1ccc2c(ccn2Cc2cccc(SC(F)(F)F)c2)c1-c1ccc(F)c(F)c1 | 0 | 1 | -7
40 | CC(NC(=O)c1csc(COc2cccc(F)c2)n1)c1ccccc1 (centres undefined) | -6 | -4 | 20
41 | CN(C(=O)c1ccc(-n2nc(-c3ccc(Cl)cc3)cc2N)cc1)C(c1ccccc1)c1ccccc1 | 0 | 3 | -5
42 | CCC(NC(=O)c1coc(Cn2cnc3ccccc32)n1)c1ccc(F)cc1 (centres undefined) | / | -6 | 7
43 | CCC(=O)Nc1ccc(N(C)C)c(CN(CC2CC2)C(=O)c2ccco2)c1 | -8 | -7 | -5
44 | Cc1cc(C)cc(-n2ccnc(SCC(=O)Nc3c(C)cc(C)cc3C)c2=O)c1 | -10 | -3 | 2
45 | COCCOCC(=O)N1CCCn2nc(-c3nc4ccccc4n3C)cc2C1 | / | -6 | 5
46 | Cc1cccc(CN2CCN(Cc3ccc4cccc(F)c4n3)CC2)c1 | / | -2 | 1
47 | CCCCN(C(=O)CN1C(=O)c2ccccc2C1=O)C1=NCCS1 | -14 | -8 | 11
48 | CC(C)CN(CC(C)C)C(=O)c1cc(S(=O)(=O)N2CCCCC2)c[nH]1 | -6 | -12 | /
49 | COc1ccc(C(=O)N2CCSC2c2ccccc2F)c(OC)c1 (centres undefined) | -6 | -11 | -5
50 | CCOc1ccc(C(C)NC(=O)NCC(O)c2cccs2)cc1 (centres undefined) | / | 9 | 2

Gathered by group: those above with a CF3 group.
No. | Structure | mcGAS inh | hcGAS lum | NPYLR7 ag
8 | CCc1cc2c(=O)c(Oc3ccc(F)cc3)c(C(F)(F)F)oc2cc1OC(C)=O | -3 | -1 | 13
9 | FC(F)(F)c1cc(-c2cccs2)nc(-n2ccnc2)n1 | / | 0 | -6
13 | O=C(NC1CC2CCC(C1)N2CC1CCCO1)c1ccc(F)cc1C(F)(F)F (centres undefined) | -7 | -7 | 3
14 | O=C(c1cccs1)N1CCN(c2nc3nccc(-c4cccc(C(F)(F)F)c4)n3n2)CC1 | -6 | -4 | -1
25 | Cc1ccc(-c2nc(Nc3cccc(C(F)(F)F)c3)c3ccccc3n2)cc1 | -5 | -4 | 24
39 | CCN(CC)C(=O)Oc1ccc2c(ccn2Cc2cccc(SC(F)(F)F)c2)c1-c1ccc(F)c(F)c1 | 0 | 1 | -7

(more compounds)
No. | Structure | mcGAS inh | hcGAS lum | NPYLR7 ag
51 | COc1ccc(C=NNC(=O)Cc2cccn2C)cc1 | -6 | -12 | 0
52 | COc1cccc(CN2CCCn3cccc3C2c2ccccc2C(F)(F)F)c1O (centres undefined) | -5 | -3 | 26
53 | CCOc1ccc2oc(C)c(C(=O)N3CCN4C(=O)CNC(=O)C4C3)c2c1 (centres undefined) | / | -3 | 13
54 | COc1cccc(N2CC(NC(=O)Cc3nonc3C)CC2=O)c1 (centres undefined) | -11 | -5 | 4
55 | CCOC(=O)C1=C(C)NC2=C(C(=O)CCC2)C1c1ccc(OC)c(OC)c1 (centres undefined) | -5 | -8 | 3
56 | O=C(C1CCC(=O)N1C1CCCC1)N1CCOCC1 (centres undefined) | / | -5 | 8
57 | Cc1noc2nc(C3CC3)cc(C(=O)N3[C@@H]4CC[C@H]3CN(C)C(=O)C4)c12 | / | -4 | 4
58 | CCOC(=O)CN(C)c1c([N+](=O)[O-])c(=O)n(C)c(=O)n1C | / | -2 | 27
59 | N#Cc1ccc(-c2csc(NC(=O)c3cc([N+](=O)[O-])ccc3Cl)n2)cc1 | -6 | -10 | -8
60 | COc1ccccc1Cn1c(SC)nc2c(-c3ccccc3)c[nH]c2c1=O | -9 | -4 | -2
61 | CN(C)CC1(O)CCN(C(=O)c2cccc3cc[nH]c23)C1 (centres undefined) | / | -3 | 17
62 | CC1CCCC(NS(=O)(=O)CCn2nnc3ccccc32)C1 (centres undefined) | / | -16 | 3
63 | CCC1CN(C(=O)c2ccc(NCc3ncccc3C)nc2)CCN1C(C)C (centres undefined) | / | -3 | 4
64 | COc1ccc(N=Cc2c(O)n(Cc3ccccc3)c(=O)[nH]c2=O)cc1 | -6 | -7 | 11
65 | C=Cc1cccc(CN(Cc2cnn(C)c2)C2CC2)c1 | / | -2 | 12
66 | O=C(CCN1CCN(C(=O)CN2CCOCC2)CC1)NCc1ccccc1Cl | -8 | -7 | 1
67 | Cc1cnn(CC2CN(Cc3cccc(C(=O)N(C)C)c3)CCO2)c1 (centres undefined) | / | 6 | 1
68 | COc1ccc(C2=Nc3ncnn3C(c3ccccc3)C2)cc1 (centres undefined) | -7 | 5 | 5
69 | CCCCCn1c(=O)c2c(nc3n2CCCN3Cc2ccccc2)n(C)c1=O | -4 | -8 | 1
70 | CC(CC(N)=O)Nc1ccc(F)cc1S(=O)(=O)C(F)(F)F (centres undefined) | / | -17 | -7
71 | c1ccc(-c2cc(CN3CCN(c4ncnc5ccccc45)CC3)on2)cc1 | / | -7 | 0
72 | COc1ccc(C)cc1NS(=O)(=O)/C=C/c1ccc(Cl)cc1 | / | 6 | -1
73 | O=C1CN(NC(=O)C2CC2c2ccc(F)cc2)C(=O)N1 (centres undefined) | -16 | -10 | 14
74 | Cc1ccc(C2(CN3CCC(n4nc(C)cc4C)C3)CCNCC2)nc1 (centres undefined) | / | -7 | 9
75 | O=C(NC1CCCCC1)N(Cc1ccccc1)[C@@H]1C[C@@H]2CO[C@H](c3ccccc3)C[C@@H]2C1 | -8 | -3 | 25
76 | COc1ccc(CCN(C)C(=O)/C=C/c2cn(S(=O)(=O)c3ccc(C)cc3)c3ccccc23)cc1OC | -6 | -7 | -4
77 | COc1ccc2nc(N(Cc3ccccc3)C(=O)CCS(=O)(=O)c3ccc(F)cc3)sc2c1 | -10 | -9 | 1
78 | O=C(CN1CCN(C(=O)c2ccc3ccccc3n2)CC1)NC1CC1 | / | -7 | 8
79 | CC1c2ccsc2CCN1Cc1nc2cc(Cl)ccc2c(=O)[nH]1 (centres undefined) | -5 | -9 | 10
80 | Cc1ccc(C(=O)N2CCCC(OCc3cccc([N+](=O)[O-])c3)C2)cc1 (centres undefined) | / | 0 | -2
81 | CC(c1cccs1)N(C)C(=O)c1cc(Cc2ccccc2)no1 (centres undefined) | / | 2 | 5
82 | CC(NC(=O)CCN1CCOC1=O)(c1ccccc1)c1ccccc1 | / | -6 | 24
